# Hck-Nef inh – blocks Nef-activated human Hck kinase. P08631. Recombinant Hck-YEEI plus Nef, Z-Lyte FRET kinase assay. inhibition, % at 20 µM. hit rate 0.68% among 220,000;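 active = Hck-Nef kinase inhibition above about 50%, limit read from the data; inactive = inhibition below that limit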;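 also: 0% = DMSO with Hck plus Nef and 100% = Hck alone without Nef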
# zVAD death inh – L929 zVAD cell death inhibition | hit rate 0.38% among 220,000 | L929 zVAD necroptosis rescue, ATP luminescence, 24 h; with zVAD 60 µM | viability rescue, % at 10 µM;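 active = activation, scaled between plate controls, above about 75%, limit read from the data; inactive = activation under that limit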;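 also: 0% = zVAD with DMSO and 100% = DMSO alone without zVAD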
# FXIa inh 1536 – factor XIa (human) inhibition; P03951; purified FXIa, Boc-Glu-Ala-Arg-AMC fluorogenic substrate; inhibition, % at 5 µM; hit rate 0.14% among 220,000; AID 798;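 active = inhibition of at least 40%; inactive = inhibition below 40%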;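 also: fluorescence of freed AMC excited at 355 nm; 0% = enzyme without compound and 100% = no enzyme blank; many of its hits are not listed in these tables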
# hK5 inh – inhibitors of human kallikrein 5 | hit rate 0.59% among 210,000 | inhibition, % at 5 µM | Q9Y337 | recombinant hK5, fluorogenic AMC substrate cleavage | AID 873;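 active = inhibition of 40% or more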;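 also: 0% = enzyme controls without compound and 100% = no-enzyme blanks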
# Rad51 HR inh – Rad51 (human) homologous recombination inhibition | Q06609 | hRad51 DNA strand exchange, fluorescence dequenching | inhibition, % at 10 µM | hit rate 0.085% among 200,000 | AID 1385;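 active = inhibition above 40% at the single screening dose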;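 also: 0% = DMSO control wells and 100% = blanks with heterologous ssDNA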
#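 Material: Human Rad51 nucleoprotein filaments preassembled on unlabelled ssDNA | Also added: Labelled 47-mer dsDNA for strand exchange | Dosing: Single dose, 10 µM final compound | Schedule: 30-min compound preincubation and 15-min exchange, both room temperature | Technique: Fluorescence dequenching at 485/520 nm | Measure: Percent inhibition relative to plate controls and blanks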
# FXIIa inh – inhibitors of human coagulation factor XIIa | P00748 | purified FXIIa, Boc-QGR-AMC fluorogenic substrate, 2 h | inhibition, % at 5 µM | hit rate 0.3% among 220,000 | AID 800; in the data active = inhibition above about 40%;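 also: 0% = enzyme with no compound and 100% = blank without enzyme; many of its hits are not listed in these tables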
# Thrombin inh – blocks human thrombin protease activity; alpha-thrombin, Boc-VPR-AMC fluorogenic substrate cleavage; inhibition, % at 5 µM; hit rate 0.26% among 220,000; AID 1046;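 active = inhibition at or above 40%; inactive = inhibition below 40%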;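 also: 0% = enzyme with no compound and 100% = wells without enzyme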
#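 signal = AMC fluorescence, 355/460 nm | material = human alpha-thrombin enzyme | control set = enzyme without compound as high, wells lacking enzyme as low | times = reaction at room temperature | read-out basis = percent inhibition scaled between no-compound controls and no-enzyme blanks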
# TNF death inh – TNF-alpha cell death inhibition in Jurkat FADD-/- cells; Jurkat FADD-/- TNF necroptosis rescue, ATP luminescence, 24 h; 0 = TNF only, 100 = no-TNF cells; activation (protection from cell death), % at 10 µM; hit rate 0.068% among 220,000; AID 463075;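 active = activation, meaning protection from cell death, of at least 50% relative to plate controls; inactive = activation below 50%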;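 also: necroptosis triggered by 40 ng/mL TNF-alpha added together with compound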
# KCC2 mod – KCC2 (human) Cl- transport modulation | Q9H2X9 | KCC2 cells, thallium flux FluoZin-2 fluorescence | B-score of Tl+ flux slope (higher = more flux/activation; lower = inhibition) at 10 µM | hit rate 2.2% among 190,000;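 active = thallium flux slope and its plate-corrected score both differing from the plate sample mean at a set confidence after two filtering rounds, in either direction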;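 also: slope of fluorescence scaled to starting intensity during 10 to 20 s after thallium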
# Target sequence (Q9H2X9 whole entry, looked up): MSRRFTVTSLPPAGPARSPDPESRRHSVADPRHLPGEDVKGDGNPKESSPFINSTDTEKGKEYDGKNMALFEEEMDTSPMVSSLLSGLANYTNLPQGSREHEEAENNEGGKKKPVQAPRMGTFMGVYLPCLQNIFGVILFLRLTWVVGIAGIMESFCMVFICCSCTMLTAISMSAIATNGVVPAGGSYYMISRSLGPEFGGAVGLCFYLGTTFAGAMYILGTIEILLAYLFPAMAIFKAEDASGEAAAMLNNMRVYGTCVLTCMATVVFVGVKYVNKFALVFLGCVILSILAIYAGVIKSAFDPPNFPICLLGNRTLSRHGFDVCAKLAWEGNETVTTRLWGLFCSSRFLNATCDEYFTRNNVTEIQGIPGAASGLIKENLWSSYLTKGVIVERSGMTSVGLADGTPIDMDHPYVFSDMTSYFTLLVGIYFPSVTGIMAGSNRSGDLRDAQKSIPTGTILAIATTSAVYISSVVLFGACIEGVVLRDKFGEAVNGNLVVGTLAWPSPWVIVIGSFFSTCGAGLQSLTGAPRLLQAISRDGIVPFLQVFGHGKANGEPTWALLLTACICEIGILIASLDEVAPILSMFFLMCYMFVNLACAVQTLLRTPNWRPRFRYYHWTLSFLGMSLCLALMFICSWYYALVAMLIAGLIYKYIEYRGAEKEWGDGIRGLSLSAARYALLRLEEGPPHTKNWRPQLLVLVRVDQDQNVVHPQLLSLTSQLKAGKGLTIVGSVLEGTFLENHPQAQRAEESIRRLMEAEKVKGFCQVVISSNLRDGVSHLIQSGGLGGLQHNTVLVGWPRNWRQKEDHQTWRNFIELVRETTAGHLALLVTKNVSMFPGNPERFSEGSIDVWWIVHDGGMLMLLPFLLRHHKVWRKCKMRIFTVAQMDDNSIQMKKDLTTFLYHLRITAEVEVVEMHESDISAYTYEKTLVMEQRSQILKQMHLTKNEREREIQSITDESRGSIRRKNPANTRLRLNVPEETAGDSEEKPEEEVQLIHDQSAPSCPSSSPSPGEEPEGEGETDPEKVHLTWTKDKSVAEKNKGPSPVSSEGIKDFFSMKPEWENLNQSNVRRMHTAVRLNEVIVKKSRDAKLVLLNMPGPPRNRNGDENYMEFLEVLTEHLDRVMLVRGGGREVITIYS
# Numbers without * were called inactive; i = inactive; x = not tested or not shown. Only part of the results is shown; rates above refer to the full screens.
# Under each structure – Hck-Nef inh	zVAD death inh	FXIa inh 1536	hK5 inh	Rad51 HR inh	FXIIa inh	Thrombin inh	TNF death inh	KCC2 mod
Brc1cc(Br)cc(CN2CCSCC2)c1
  22	0.4	9	-2	12	1	-3	0.3	-0.67
O=C(Nc1cccc2nsnc12)c1ccc2c(c1)OCO2
  0	0.0	-2	-12	3	5	-2	-2.8	0.83
COC(=O)CN1C(=O)N/C(=C/c2cc3c(cc2OC)OCO3)C1=O
  18	-0.1	12	12	-2	11	x	0.1	1
CCC(Sc1nncn1C)C(=O)Nc1nnc(-c2ccc(Cl)cc2)s1 (stereo not drawn)
  2	0.7	4	-7	0	8	5	-0.9	0.19
O=C(c1cccc2nc3ccccc3nc12)N1CCOCC1
  16	0.8	0	0	x	7	-9	0.2	0.94
CCOc1cc(CNc2cccc3ccccc23)cc(Br)c1OCC(=O)NC(C)(C)C
  2	0.3	3	-3	-1	0	-21	0.1	0.85
CNC(=S)N/N=C/c1c(C(=O)OC)cnn1-c1ccc(F)cc1F
  1	-1.1	1	8	-4	11	2	-5.1	2.2
CCS(=O)(=O)NCc1cn2ccsc2n1
  -1	0.1	0	-4	-4	10	1	-1.9	0.4
N#Cc1cnn2ccn(C3OC(CO)C(O)C3O)c12 (stereo not drawn)
  7	0.1	-7	-1	-9	7	-4	-0.3	1
NC1=NN=C(c2ccc3c(c2)OCCO3)CS1
  -5	0.0	-8	-14	6	-8	-3	-0.3	0.87
CC(=O)Nc1ccc(NS(=O)(=O)c2ccc(Cl)s2)cc1
  -3	0.1	-1	-6	-14	3	-2	1.4	i
Cc1c(C(=O)OCC(=O)c2ccc3c(c2)OCCO3)oc2ccccc12
  -1	-0.4	-1	-9	-1	-12	-7	-0.1	x
CCN(CC)CCNC(=O)c1c(C)oc2cc(Br)c(OC)cc12
  3	-0.2	2	6	-1	20	1	1.8	x
COc1cc(-c2nc(-c3ccc(NC(=O)c4ccc5c(c4)OCO5)cc3)no2)cc(OC)c1OC
  84*	0.2	-7	-2	-2	1	-4	-2.8	0.012
O=[N+]([O-])c1ccc(-c2cn3nc(-c4ccccc4)c(-c4ccccc4)nc3n2)cc1
  17	-0.1	-1	1	x	2	-7	2.3	-1.1
COc1ccc(NC(=O)C2CC2)cc1NS(=O)(=O)c1ccc(F)cc1
  12	-0.2	-15	-2	1	0	-2	-0.8	0.64
O=C(N/N=C/c1cccc(O)c1)c1ccc(COc2cccc3cccnc23)cc1
  5	0.4	-1	1	-3	10	-2	-1.0	0.055
CCN(CC)C(=S)NC(=O)Cc1ccccc1
  17	-1.2	1	0	-35	5	-12	1.8	0.97
COc1ccccc1NC(=O)CNS(=O)(=O)c1ccccc1
  8	-0.3	-4	1	7	0	1	-1.5	-0.7
N/C(=N\OC(=O)COc1ccc2ccccc2c1Br)c1ccccn1
  7	0.0	0	x	x	9	-5	-0.4	-0.36

# Going on with the list:
# Under each structure – Hck-Nef inh	zVAD death inh	FXIa inh 1536	hK5 inh	Rad51 HR inh	FXIIa inh	Thrombin inh	TNF death inh	KCC2 mod
Cc1ccccc1C(=O)NC(=S)Nc1ccccc1C(=O)O
  20	1.4	-4	-1	-5	4	-2	0.7	-0.51
Cc1c(/C=C/C(=O)c2ccc(Cl)s2)cnn1C
  -5	-0.8	3	-1	4	7	-3	-0.4	-0.36
Cc1nc2nc(-c3ccco3)[nH]n2c(=O)c1Cc1ccccc1
  4	-0.5	2	-2	-3	13	-4	-0.7	-0.76
c1ccc2oc(-c3ccn[nH]3)cc2c1
  5	12	8	3	-20	2	-3	1.2	1.5
CSc1ccccc1-c1nnc(-c2ccc(Cl)c(Cl)c2)o1
  0	0.6	-5	5	6	4	-1	-1.4	x
COc1ccc(CC(=O)OCC(=O)Nc2ccc(Br)cc2)cc1
  3	3.5	-1	2	2	x	0	-0.7	1.6
Cc1ccc2nc(C(F)C(F)(F)F)[nH]c2c1 (stereo not drawn)
  15	17	-4	-1	-17	4	-11	2.3	1.4
CCOC(=O)CSc1nc2c(sc(=S)n2CCc2ccccc2)c(=O)n1Cc1ccco1
  0	-1.1	3	5	5	4	-6	-3.7	x
Cc1c(Cl)cccc1Nc1nc(N)nc(CN2CCCCCC2)n1
  -2	-0.6	20	-27	-2	18	-20	1.5	x
CC1CCCN(S(=O)(=O)c2ccc(NC(=O)Cn3nnc(-c4ccccc4F)n3)cc2)C1 (stereo not drawn)
  2	19	5	10	-2	11	-1	1.1	x
COc1ccc(-c2[nH]ncc2CN(C)Cc2ccccn2)c(OC)c1
  20	2.3	-4	-3	-3	2	-11	1.3	-0.1
CN(C)C(=N)c1n[nH]nc1SCc1ccccc1
  -6	1.0	1	-13	-8	-3	-1	1.3	0.73
CC(=O)NCCCc1nc2ccccc2n1Cc1ccc(C)cc1
  -20	-0.8	-4	-5	1	3	-3	-1.3	0.18
COc1ccc(OCC(=O)Nc2ccc(N3CCC(C)CC3)cc2)cc1
  16	14	1	-6	-3	0	-4	9.7	0.033
CCN1CCc2c(sc(NC(=O)CN3C(=O)c4ccccc4C3=O)c2C(N)=O)C1
  27	1.7	4	19	-8	9	-5	0.3	x
O=C(CSc1ccc(Cl)cc1)Nc1cc(-c2nc3ncccc3o2)ccc1Cl
  4	0.4	4	-4	-9	8	-3	-0.3	-0.35
CC(=O)Nc1ccc(Cl)cc1C1COC(=O)C1=N (stereo not drawn)
  12	0.2	10	-9	11	12	-3	1.0	0.29
Nc1nonc1NC(=O)NN=C1CCCCC1
  2	0.5	9	-12	0	14	-5	1.2	0.098
O=C(COc1ccc2ccccc2c1)Nc1cccc2c1C(=O)NC2=O
  60*	-0.5	-2	18	3	8	-6	0.2	0.074
O=C(O)/C=C/C(=O)NNC(=O)c1ccc(Br)cc1
  0	0.8	9	0	10	3	0	1.1	0.99

# Exported bar-delimited: three of the compounds above
structure | Hck-Nef inh | zVAD death inh | FXIa inh 1536 | hK5 inh | Rad51 HR inh | FXIIa inh | Thrombin inh | TNF death inh | KCC2 mod
O=C(COc1ccc2ccccc2c1)Nc1cccc2c1C(=O)NC2=O | 60* | -0.5 | -2 | 18 | 3 | 8 | -6 | 0.2 | 0.074
Cc1nc2nc(-c3ccco3)[nH]n2c(=O)c1Cc1ccccc1 | 4 | -0.5 | 2 | -2 | -3 | 13 | -4 | -0.7 | -0.76
Nc1nonc1NC(=O)NN=C1CCCCC1 | 2 | 0.5 | 9 | -12 | 0 | 14 | -5 | 1.2 | 0.098

# (more compounds)
# Under each structure – Hck-Nef inh	zVAD death inh	FXIa inh 1536	hK5 inh	Rad51 HR inh	FXIIa inh	Thrombin inh	TNF death inh	KCC2 mod
Clc1cccc(Cl)c1Cn1c(-c2cccnc2Cl)nc2ccccc21
  1	0.3	-6	-2	-2	2	-10	1.7	-0.51
CCn1c(-c2ccc(-c3ccccc3)cc2)c[nH]c1=S
  0	0.1	2	3	6	13	-5	-2.0	0.38
Nc1nn2c(-c3ccccc3)cc(=O)[nH]c2c1N=Nc1ccc(O)cc1
  0	0.0	9	14	2	11	6	-2.3	0.85
COc1ccc(C2=NC(C(F)(F)F)(C(F)(F)F)c3c(n(C)c(=O)n(C)c3=O)N2)cc1
  0	0.0	21	-3	-3	34	9	-2.5	0.6
COc1ccc(C(=O)C2CCCN(Cc3ccc4nonc4c3)C2)c(OC)c1 (stereo not drawn)
  10	-0.5	5	x	14	12	5	0.4	x
COc1ccc(C2=Nn3c([n+](C)c4ccccc43)SC2)cc1
  10	-2.8	5	0	-9	11	-10	-5.8	1.5
CCCCn1nnnc1SCC(=O)c1cc(Cl)ccc1OC
  0	0.1	1	26	1	20	4	0.1	-1.3
COc1ccc(-n2ccnc2SCC(=O)Nc2ccccc2)cc1
  1	0.7	-2	-2	-13	6	-4	-0.4	x
O=C1CC(Nc2cc(=O)[nH]c(=O)[nH]2)C(=O)N1c1ccccc1Cl (stereo not drawn)
  5	-0.3	1	0	5	10	0	0.6	2.3
Cc1cc(C)cc(C(=O)N2CCN(c3ccccn3)CC2)c1
  19	5.5	-5	-1	-7	3	-15	-0.7	0.014
O=C(NN=C1C2CC3CC(C2)CC1C3)c1cc(Cl)ccc1O
  -1	0.2	4	1	4	3	2	-1.6	x
CC(C)c1cc(C(=O)Nc2sc3c(c2C#N)CCC3)no1
  0	-0.2	0	-1	-5	4	-1	-7.4	x
O=Cc1nc(-c2ccccc2Cl)n2ccccc12
  3	0.7	4	-22	0	7	5	-6.1	x
CC1CN(CC(=O)Nc2cccc(C(=O)Nc3cccc(C(F)(F)F)c3)c2)CC(C)O1 (stereo not drawn)
  1	0.9	-8	-8	4	-2	-5	-1.1	-0.12
COc1ccc(-n2nc(C(=O)NCc3ccco3)c3c4ccccc4n(C)c3c2=O)cc1
  5	x	3	-13	x	12	-1	1.3	-0.18
CCCCNC(=O)c1ccc(S(=O)(=O)c2ccc(Cl)cc2)c(NC(C)=O)c1
  -3	0.5	-3	-29	7	-7	-14	1.1	-0.83
CC12CCC(c3c(C(=O)Nc4nccs4)nn(-c4ccccc4)c31)C2(C)C (stereo not drawn)
  1	0.5	12	52*	10	22	14	-4.9	1.6
CCOC(=O)C1(CC2CCCCO2)CCN(C(=O)Nc2ccc(C(=O)OC)cc2)CC1 (stereo not drawn)
  28	25	0	2	-2	13	2	2.9	-0.0023
CCOC(=O)C(Cc1c(F)cccc1F)(NC(C)=O)C(=O)OCC
  3	-0.2	3	-5	-2	8	0	-0.5	-1.2
COc1cc(C(=O)N(CCc2ccccc2)C2CC3CCC(C2)N3C)cc(OC)c1OC (stereo not drawn)
  -4	-0.7	8	0	24	18	-3	3.2	-0.35

# (continued)
# Under each structure – Hck-Nef inh	zVAD death inh	FXIa inh 1536	hK5 inh	Rad51 HR inh	FXIIa inh	Thrombin inh	TNF death inh	KCC2 mod
Cc1ccsc1/C=C1\SC(N)=NC1=O
  7	0.3	31	32	x	8	4	-2.9	0.015
CCOC(=O)c1sc2cc([N+](=O)[O-])cc(SCC(C)C)c2c1N
  6	0.7	-6	-8	-138	1	-11	-0.1	0.11
Cc1cc(C)c(C#N)c(SCc2nc3ccccc3[nH]2)n1
  6	1.1	2	-1	-5	-1	3	4.7	-0.79
O=C1CC(=O)C(n2cncn2)C(c2c(F)cccc2Cl)C1 (stereo not drawn)
  0	0.0	1	-9	1	21	-5	-1.3	x
CCOCCCn1cnc2c(c1=O)c1nc3ccccc3nc1n2-c1ccccc1
  1	-0.3	13	22	-4	54*	21	-4.7	x
Nc1nc(SCc2ccc(F)cc2)ns1
  20	0.2	-1	1	x	8	-1	-1.6	-1.3
COc1ccc(C(CC(=O)N2CCCC2)c2c(OC)cc(OC)c3c(-c4ccccc4)cc(=O)oc23)cc1 (stereo not drawn)
  29	0.4	-5	-6	-6	1	-7	0.9	-1.3
O=C(CSc1nnnn1C1CCCCC1)N1CCCC1
  3	-0.3	-12	-13	-3	1	2	0.0	-0.47
COc1ccc(-n2c(CCc3ccccc3)n[nH]c2=S)cc1
  5	-0.1	-3	x	x	7	-4	-0.8	0.8
COC(=O)c1ccc2c(=O)n(C3CCCCC3)c(SCC#N)nc2c1
  -1	1.8	-4	-6	10	7	-4	1.0	0.54
CCOc1ccc(/C=N/n2c(SC)nnc(C(C)(C)C)c2=O)cc1
  1	0.2	2	-4	-3	2	0	2.1	-1.3
CCCC(=O)OCC(=O)Nc1cc(Cl)ccc1[N+](=O)[O-]
  24	1.9	-2	-8	-6	-8	-4	1.5	-0.03

# Screens: PubChem, several laboratories
